# Source: PubChem
# MPTP block = inhibitors of mitochondrial permeability transition pore. isolated mouse mitochondria, Ca2+ swelling absorbance, 30 min. inhibition, % at 10 µM. 1.4% of 360,000 active. AID 602449;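 active = inhibition of 50% or more, scaled per plate between neutral and stimulator controls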;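 note: 0% = DMSO wells given calcium and 100% = 1 mM EGTA wells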
# Starred values were filed as active, the others as inactive. Some of the compounds tested. The share of hits here may be higher or lower than overall.
SMILES,MPTP block
NC(=S)NN=Cc1c[nH]c2nccnc12,-3.6
COC(=O)[C@]12CCCCC=C1N(Cc1ccccc1)C(=O)[C@H](CC(=O)NCc1cccs1)C2,-0.2
CC1(C)OC(=O)C2=C(C[C@@H](CCOCc3ccccc3)O[C@@H]2c2ccc(F)cc2)O1,0.3
COc1ccc(CSC2=C(C#N)C(=O)NC3(CCCCC3)S2)cc1,0.1
CCCCCC(=O)N1C[C@H](n2cc(COC(=O)c3ccccc3)nn2)[C@@H](O)C[C@@H]1c1ccccc1,-2.3
COc1cccc(-c2cnc3c(NC(C)=O)cc(-c4cc(F)ccc4OC)cn23)c1,-0.3
COc1cc2c(cc1OC)C(c1c(Cl)cccc1Cl)=NCC2,-1.4
CC1(C(=O)NS(=O)(=O)C2CC2)CCCN(C(=O)c2cccc(C(F)(F)F)c2)C1 (stereo unspecified),0.2
CC1=C(C(=O)N2CCOCC2)CC(CC(=O)NCc2cccc3ccccc23)C(=O)N1Cc1ccc(F)cc1 (stereo unspecified),0.1
O=NN(CC(=O)NN=CC=Cc1ccccc1)CC(=O)NN=CC=Cc1ccccc1,0.9
Cc1ccc(S(=O)(=O)N2CCC(C(=O)OCC(=O)N3C(C)CCCC3C)CC2)cc1C (stereo unspecified),-0.8
CCc1nc2ccc(C(=O)Nc3cccc(NS(C)(=O)=O)c3)cn2c1N(C)Cc1nccn1C,-0.6
COc1ccccc1CNC(=O)C1(C)CCN1C(=O)Cc1ccc(-c2ccccc2)cc1 (stereo unspecified),-1.0
COc1cc(-c2cnc3c(NC(C)=O)cc(-c4ccc(N5CCN(C)CC5)cc4)cn23)cc(OC)c1OC,-2.7
Nc1ncnc2c1ncn2[C@@H]1O[C@H](C(=O)NCC2CCN(Cc3ccccc3)CC2)[C@@H](O)[C@H]1O,-0.3
O=C(C[C@H]1CC[C@@H](NS(=O)(=O)c2ccccc2)[C@@H](CO)O1)NCc1ccc(Cl)c(Cl)c1,-0.3
O=C1NC[C@H](CCCCN2C[C@H](Cc3ccc(O)cc3)N(CC3CCCCC3)C(=O)C2=O)N(Cc2ccccc2)C1=O,0.3
O=C1c2ccccc2C(=O)N1CCC#C/C=C1\c2ccccc2C(=O)N1c1ccccc1,0.0
CCOC(=O)N1CCN(C(=O)C[C@@H]2C[C@@]3(C(=O)OC)CCCCC=C3N(Cc3cccc4ccccc34)C2=O)CC1,-0.2
CCOC(=O)c1ccc(-c2ccc(N3C(c4ccsc4)=Cc4ccc(F)cc4C3c3c[nH]c4ccc(C#N)cc34)cc2)cc1F (stereo unspecified),-0.5
CC(C)(C)OC(=O)N1CCC[C@@H]1C(=O)N1CCC[C@@H]1C(=O)NCc1ccccc1Cl,-0.9
CCCCCn1nnnc1-c1nc2cc(C)c(C)cc2[nH]c1=O,-1.3
Cc1ccc(S(=O)(=O)Nc2ccccc2C(C(=O)OC(C)(C)C)C(=O)OC(C)(C)C)cc1,0.7
CN1C(C)(C)CC(O)(C(=O)O)CC1(C)C,-0.2
OC(c1ccc(Cl)c(F)c1)c1ncc(-c2cccc3ccccc23)[nH]1 (stereo unspecified),11.5
Cc1cccc(-c2cnc(C(O)c3ccc(Cl)cc3C)[nH]2)c1 (stereo unspecified),2.4
CC(C)CC1C(=O)N(Cc2cn(Cc3ccco3)nn2)CCS(=O)(=O)N1Cc1ccc(-c2ccc(F)cc2)cc1 (stereo unspecified),-0.2
Cc1cc(C)n2c(NCc3ccccc3)c(-c3cc4ccccc4o3)nc2n1,-1.2
CN(CC(=O)Nc1cccc(Cl)c1)S(=O)(=O)/C=C/c1ccccc1,1.9
Cc1ccccc1OCC(=O)OCC(=O)NC12CC3CC(CC(C3)C1)C2,0.5
O=C(NCc1ccccc1)C(c1ccc(C(F)(F)F)cc1)n1c(=O)c(-c2ccccc2)nc2ccccc21 (stereo unspecified),2.2
CCc1c(-c2ccccc2)ncn1Cc1cccc(-c2ccccc2)c1,5.4
O=C1c2ccccc2C(c2nnnn2Cc2ccccc2)N1CCCn1ccnc1 (stereo unspecified),-0.2
C[C@@H]1CN([C@@H](C)CO)C(=O)CCCn2nncc2CO[C@H]1CN(C)C(=O)c1ccc2ccn(C)c2c1,0.4
CCCCNC(=O)C[C@@H]1C[C@@]2(C(=O)OC)CC(C)(C)CC=C2N(Cc2cccc3ccccc23)C1=O,2.8
CSc1ccc(CN2CCC(C)(Oc3ccccc3F)C2)cc1 (stereo unspecified),-0.6

# Rewritten with tabs: part of the list above
Molecule	MPTP block
Cc1ccccc1OCC(=O)OCC(=O)NC12CC3CC(CC(C3)C1)C2	0.5
O=C(NCc1ccccc1)C(c1ccc(C(F)(F)F)cc1)n1c(=O)c(-c2ccccc2)nc2ccccc21 (stereo unspecified)	2.2

# (further entries)
SMILES,MPTP block
COc1ccccc1CNc1nc(NCc2cccs2)nc2ccsc12,77.6*
O=C1NC[C@@H](CCCCN2C[C@H](Cc3ccc(O)cc3)N(CCC3CCCCC3)C(=O)C2=O)N(Cc2ccccc2)C1=O,-1.2
Cc1ccc(Nc2cc(=O)n(C)c(=O)[nH]2)cc1C,-1.3
CC(C)NC(=O)N(C)C[C@@H]1Oc2ncc(-c3cccc(C#N)c3)cc2C(=O)N([C@H](C)CO)C[C@@H]1C,-1.9
CC(C)c1ccccc1NC(=O)Nc1nnc([C@@H]2C[C@H](O)[C@@H](CO)O2)s1,-1.0
O=C(NCCCN1CCCC1=O)C(=O)NCC1OCCCN1S(=O)(=O)c1ccccc1 (stereo unspecified),0.0
O[C@H]1CN(Cc2cccs2)[C@@H](c2ccc(Cl)cc2)C[C@@H]1n1cc(C2CC2)nn1,-1.5
Fc1cccc(Cc2c(C3CCCCC3)nc3ccc(Cl)cn23)c1,-2.1
COc1ccccc1Cc1c(C(C)(C)C)nc2c3ccccc3ccn12,0.3
CCOC(=O)C1(c2ccccc2)CCCNC1=O (stereo unspecified),-0.8
O=C(/C=C/[C@H]1O[C@@H](n2ccc(=O)[nH]c2=O)[C@H](O)[C@@H]1O)NC(c1ccccc1)c1ccccc1,-1.6
CC(C)C[C@H]1CN([C@@H](Cc2ccc(O)cc2)CN2CCC[C@@H]2CN2C(=S)NC[C@@H]2Cc2ccccc2)C(=S)N1CCc1ccccc1,0.7

# Part of the list above, set out differently:
SMILES	MPTP block
CC(C)c1ccccc1NC(=O)Nc1nnc([C@@H]2C[C@H](O)[C@@H](CO)O2)s1	-1.0
COc1ccccc1CNc1nc(NCc2cccs2)nc2ccsc12	77.6*
O[C@H]1CN(Cc2cccs2)[C@@H](c2ccc(Cl)cc2)C[C@@H]1n1cc(C2CC2)nn1	-1.5
Fc1cccc(Cc2c(C3CCCCC3)nc3ccc(Cl)cn23)c1	-2.1
CC(C)C[C@H]1CN([C@@H](Cc2ccc(O)cc2)CN2CCC[C@@H]2CN2C(=S)NC[C@@H]2Cc2ccccc2)C(=S)N1CCc1ccccc1	0.7
CC(C)NC(=O)N(C)C[C@@H]1Oc2ncc(-c3cccc(C#N)c3)cc2C(=O)N([C@H](C)CO)C[C@@H]1C	-1.9

# Following part.
SMILES,MPTP block
CC(C)(C)Cc1c(-c2cccc(Cl)c2)nc2ccc(Cl)cn12,-0.6
Cc1nc2ccc(C(=O)N3CCN(c4ccccc4)CC3)cn2c1N(C)C(=O)CCc1ccccc1,1.2
CCCNC(=O)C1(C)CCCN(Cc2ccc(C(=O)OCC)o2)C1 (stereo unspecified),-1.2
Cc1cc(Br)cn2c(Cc3cccc(F)c3)c(-c3ccc(F)cc3)nc12,1.6
Cc1c(C(=O)NCCC#N)sc(=O)n1Cc1ccc(F)cc1,-0.5
O=C(Nc1ccc(Cl)cc1)c1nc[nH]c1C(=O)Nc1ccccc1F,0.2
OC(c1ccccc1)c1ncc(-c2cccc(F)c2)[nH]1 (stereo unspecified),0.1
CC(C)NC(=O)c1ccc(CONC(=O)OCc2ccccc2)cc1,-0.7
O=S1(=O)N[C@H](Cc2ccccc2)COc2cc(N3CC[C@H](O)C3)ccc21,-0.3
CCOc1ccc(-c2nnc(NC(=O)COc3ccccc3F)o2)cc1,-0.3
COc1ccc(F)cc1-c1cc(NC=O)c2ncc(-c3cccc(C(=O)N(C)C)c3)n2c1,-0.1
CS(=O)(=O)N(CC(=O)N1CCCC1)c1cccc(C(F)(F)F)c1,-2.5
CN[C@H](C)C(=O)NC[C@H]1O[C@@H](n2cc(C)c(=O)[nH]c2=O)C[C@@H]1O,-2.1
O=C(NCCOc1ccccc1)C1C(=O)Nc2ccccc2C(=O)N1C1CCCCC1 (stereo unspecified),-0.4
COc1cccc(-c2oc3c(c2C#CC2(N)CCCCC2)C(O)CCC3)c1 (stereo unspecified),3.4
COc1ccc(-c2cncnc2N)cc1OC,-2.6
C[C@@H]1CCCCO[C@H](CN(C)S(=O)(=O)c2ccccc2)[C@@H](C)CN([C@H](C)CO)C(=O)c2cc(NC(=O)Cc3ccccc3)ccc2O1,1.7
CC(=O)NC(c1ccc(F)c(F)c1)c1nc(-c2ccncc2)cs1 (stereo unspecified),1.0
Cc1cc(O)ccc1Nc1cc(-c2cccc(N)c2)ncn1,-0.5
Cc1ccc(NS(=O)(=O)c2cc3c(cc2Br)NC(=O)CO3)cc1C,0.1
Cc1cccc(S(=O)(=O)NC(=O)C2(C)CCN2C(=O)CCc2ccccc2)c1 (stereo unspecified),-0.2
C[C@@H]1CCCCO[C@@H](CN(C)S(C)(=O)=O)[C@@H](C)CN([C@H](C)CO)C(=O)c2cc(N(C)C)ccc2O1,-1.7
N#Cc1ccc(Nc2nc(NCc3ccccc3)nc3ccsc23)cc1,0.8
O=S1(=O)C[C@@H](N2CCN(c3ccccn3)CC2)[C@H](COCc2ccccc2)N1,-0.3
Cn1ccc2c(N3CCCCC3)cc3c(c21)C1CCC3O1 (stereo unspecified),0.5
COc1ccc(-c2coc3c(C(=O)NC(C)C)cccc23)c(C)c1,-0.1
COc1ccc2c(c1)CO[C@@]21O[C@H](CCO)C[C@H](O)[C@H]1O,-1.7
CCOC1=C2[C@H](c3ccccc3F)N(S(=O)(=O)c3ccc(C)cc3)C[C@H]2n2c(=O)n(-c3ccccc3)c(=O)n2C1,0.8
CCO/C(C)=N/Oc1cncnc1,0.4
COc1ccc(NC(=O)c2sc(=O)n(Cc3ccc(SC)cc3)c2C)cc1OC,-0.6
C[C@H]1CN([C@@H](C)CO)C(=O)CCCn2cc(nn2)CO[C@@H]1CN(C)C(=O)CCC(F)(F)F,0.6
CC(C)C1Cc2[nH][nH]c(=O)c2C(C2CC2)O1 (stereo unspecified),-0.5
C[C@H](CO)N1C[C@H](C)[C@H](CN(C)S(=O)(=O)c2cccc(C#N)c2)OCc2cnnn2CCCC1=O,-0.6
CC1CCCCC12NC(=O)N(CC(=O)Nc1cccnc1)C2=O (stereo unspecified),-2.1
C[C@@H]1CN([C@H](C)CO)C(=O)CCCn2cc(nn2)CO[C@H]1CN(C)C(=O)c1cc(-c2ccccc2)on1,0.7
CCc1nc2c(OCc3ccc(C(F)(F)F)cc3)cccn2c1N(C)C(=O)C1CC1,-0.3
CCCS(=O)(=O)NC(=O)C1(C)CCCN(C(=O)c2cccc(C(F)(F)F)c2)C1 (stereo unspecified),-0.3
CN(C)CCN1CCN(C(c2ccnc3ccccc23)c2nnnn2-c2ccc3c(c2)OCCO3)CC1 (stereo unspecified),-1.0
Cn1cc(-c2coc3c(C(=O)Nc4ccccc4)cccc23)cn1,2.2
CN(Cc1ccccc1)C(=O)[C@@H]1CCCN1C(=O)OC(C)(C)C,-0.2
O=C(O)c1ccc(COc2ccc([N+](=O)[O-])cc2Cl)cc1,0.0
CC1(C(=O)Nc2ccc3c(c2)OCCO3)CCN1Cc1ccc2ccccc2c1 (stereo unspecified),1.7
CCOc1ccc(Cl)cc1-c1cc(C(=O)Nc2ccc(C(C)C)cc2)[nH]n1,4.5
CCc1nc2ccc(C(=O)NCCOc3ccc(OC)cc3)cn2c1N(C)C(=O)Cc1ccccc1,0.7
CCOC1CCCc2oc(-c3ccsc3)c(-c3cnc(OC)nc3)c21 (stereo unspecified),0.0
NC(CCc1ccccc1)c1csc(Nc2ccccn2)n1 (stereo unspecified),1.6
O=C(NCc1ccco1)c1cccc2c1C(=O)c1ccc(N3CCC(N4CCCCC4)CC3)cc1S2(=O)=O,-0.7
Cc1ccc([C@H]2C[C@H](O)[C@@H](n3cc(C4CC4)nn3)CN2C(=O)C2CCCCC2)cc1,-3.1
CNC(C)C(=O)NC(C(=O)N1CCCC1C(=O)Nc1ccc2[nH]ccc2c1)C(C)C (stereo unspecified),-1.5
COc1ccc(-c2cc3c(c4c2ccn4C)C2CCC3C2)cc1OC (stereo unspecified),0.2
COC(=O)C[C@@H]1C[C@@H]2c3cc(NC(=O)Cc4ccncc4)ccc3O[C@@H]2[C@@H](CO)O1,-0.8
CC(=O)Nc1ccc(S(=O)(=O)NCCc2ccc3c(c2)OCCO3)cc1,-1.5
O=C(CS(=O)(=O)c1ccc(Cl)cc1)N1CCN(c2ccccc2)CC1,-0.2
COc1ccc(-c2cc(NC=O)c3ncc(-c4ccc(OC)c(OC)c4)n3c2)c(OC)c1,-0.6
COc1ccc(CN2C(=O)C(CC(=O)NCCCN(C)C)CC(C(=O)N3CCOCC3)=C2C)cc1 (stereo unspecified),0.2
CC1=C(C(=O)N(C(C)C)C(C)C)CC(CC(=O)NCC2CCCCC2)C(=O)N1Cc1ccc(F)cc1 (stereo unspecified),2.2
CC1(C(=O)NS(=O)(=O)Cc2ccccc2)CCN1C(=O)c1ccc(C2CCCCC2)cc1 (stereo unspecified),1.3
COc1ccc(-c2ccc(C(=O)Nc3ccc(Cl)cc3)c3occc23)c(C)c1,0.9
CCc1nc2ccc(C(=O)N(C)Cc3ccco3)cn2c1N(C)Cc1ccc(OC)cc1,0.8
CN1CCN(c2ncnc3c2ncn3[C@H]2CN(Cc3ccccc3)C[C@@H](CO)O2)CC1,-0.2
Cc1cn([C@H]2C[C@H](O)[C@@H](CCC(=O)NCC(c3ccccc3)c3ccccc3)O2)c(=O)[nH]c1=O,-1.3
Nc1nc(N)c2c(ccc3c2ccn3Cc2cccc([N+](=O)[O-])c2)n1,7.1
